From PubChem
HIF act: HIF pathway transcriptional activators, primary screen, cell-based, U2OS HRE-luciferase, luminescence | activation, % at 7.5 µM (by protocol) | 300,000 tested, 0.32% active | U2OS HRE-luciferase reporter; normalized: DMSO 0%, desferrioxamine 100%;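 active = mean activation of at least 10% of the iron chelator positive control signal, with at least half of replicates also reaching 10%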
HSF1 inh: HSF1 inhibitors in luciferase reporter cells, primary screen, cell-based, NIH3T3, luminescence. NIH3T3-HGL HSE-luciferase, MG132-induced, luminescence 8 h; stronger effect = lower value. 300,000 tested, 0.77% active. AID 2098, 2009. activity change, negative = inhibition, % at 7.5 µM (by protocol);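 active = more than half of replicate wells show activity change below -50%, luminescence cut by over half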;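 also: luciferase reports HSF-1 transcriptional activity via heat shock element; 0% = median of DMSO wells and -100% = zero luminescence signal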
AI-2 QS modul: Vibrio harveyi AI-2 quorum sensing modulators, primary screen, JMH597 strain, luminescence/OD600 ratio | AID 2094, 2009 | 300,000 tested, 0.4% active | activity change, % at 7.5 µM | Vibrio harveyi JMH597 AI-2 luminescence/OD600 ratio, 9 h; stronger effect = lower value; strain lacks LuxN and CqsS sensors; 0 = neutral-control median; in the data active = activity change below about -75%, passing the limit was not always enough;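 also: luminescence divided by OD600 gain over 9 h not by final OD600 alone; inactives centre near 13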
IEC-6 cytotox: cytotoxicity in IEC-6 intestinal epithelial cells, primary screen, cytotoxicity control for KLF5 inhibitor project, cell-based, luminescence; 290,000 tested, 0.78% active; IEC-6 cytotoxicity, luminescence viability; inhibition, % at 5 µM; in the data active = inhibition above about 22%;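 also: 0% = plate median of test compound wells and 100% = cytotoxic reference compound wells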
KLF5 inhibitor: KLF5 expression inhibitors, primary screen, DLD-1 cells, luminescence; DLD-1 KLF5 promoter-luciferase reporter; inhibition, % at 5 µM; 290,000 tested, 0.23% active;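 active = inhibition above a per-plate limit of that plate's mean compound inhibition plus 3 SD, cut at about 60% in these data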;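 also: 0% = DMSO wells and 100% = LY294002 at 200 µM; higher means less KLF5 promoter-driven luciferase light; inactives centre near -14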
SKKanGAS inh: S. pyogenes SKKanGAS growth inhibitors in kanamycin, primary screen, streptokinase expression inhibitor project, SKKanGAS strain, BacTiter-Glo luminescence; AID 1662, 2009; 300,000 tested, 1.3% active; 6 h; inhibition, % at 7.5 µM;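 active = mean replicate score, as percent of positive control median, at least 50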;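 also: strain carries kanamycin resistance gene driven by streptokinase promoter and grows in 40 µg/ml kanamycin; loss of luminescence reflects streptokinase promoter inhibition or plain growth inhibition; 0% = median of DMSO wells and 100% = positive control at its reference dose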
aSyn UTR inh: MLPCN primary screen, SNCA 5' untranslated region | alpha-synuclein 5'UTR reporter, inhibitor activity | inhibition, % (tested at 7.5 µM) | 300,000 tested, 0.82% active | AID 1813, 2009; in the data active = inhibition above about 60%;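 also: H4 neuroglioblastoma cells stably carrying SNCA 5'UTR luciferase fusion; 0% = DMSO wells and 100% = positive control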
HSP90 refold inh: HSP90 inhibitors, primary screen, cell lysate, luminescence | Heat shock protein HSP 90 (rabbit reticulocyte lysate; luciferase refolding) | Rabbit reticulocyte lysate, luciferase refolding luminescence, 3 h | inhibition, % at 5.6 µM | 290,000 tested, 0.91% active;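 active = inhibition above the screen-wide mean plus 3 SD, computed separately per campaign, cut at about 16% in these data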;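 also: 0% = DMSO wells and 100% = 60 µM geldanamycin wells; inhibitors lower the luminescence because luciferase stays unfolded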
HSF1 activator: HSF-1 activators, primary screen, NIH3T3-HGL cells, MG132 stress, luminescence, single point; AID 504408, 2011; activation, % at 9 µM; 300,000 tested, 1.7% active; NIH3T3-HGL HSF-1 luciferase reporter, 8 h; 100% = twice DMSO control signal;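 active = mean replicate activation of at least 50% with a set share of replicates each reaching 50%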;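 also: 0% = median of the neutral control wells and 100% = twice that signal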
Platelet DG rel: inhibitors of platelet dense granule secretion, primary screen, cell-based, MLPCN, human platelets; human platelet-rich plasma, SFLLRN dense granule ATP release, luminescence; inhibition, %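 (compounds screened at 7.5 µM in platelet-rich plasma)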; 300,000 tested, 0.22% active; AID 1663, 2009;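 active = mean replicate score, as percent of positive control, at or above 50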
Starred values were filed as active, the others as inactive; · = not tested or not shown. Hits appear at their usual frequency. Share with any hit: about 6%.

mol,HIF act,HSF1 inh,AI-2 QS modul,IEC-6 cytotox,KLF5 inhibitor,SKKanGAS inh,aSyn UTR inh,HSP90 refold inh,HSF1 activator,Platelet DG rel
CCOC(=O)n1c(=O)oc2ccc(Cl)cc21,-0.6,7,1,-3,-9,1,-32,-2,33,-3
COC(=O)c1c(C(=O)OC)c(-c2ccc(Cl)cc2)n2c1CS(=O)(=O)C2,0.0,0,-9,2,-9,4,6,4,-4,1
COc1ccc(CNC(=O)c2cc(C)nc3ccccc23)cc1OC,-0.1,5,0,-1,-33,-7,20,-3,3,2
COc1cc(NC(=O)C2CC(c3c(F)cccc3Cl)=NO2)cc(OC)c1OC (stereo not given),0.7,-2,·,-1,-25,-2,-4,1,-6,2
Cc1cc(=O)n2ccccc2c1C#N,-0.3,1,23,2,-9,-3,20,2,0,6
CC(=O)C1=C(C)Nc2ncnn2C1c1ccc(C)cc1 (stereo not given),-0.9,-4,13,0,-30,-4,0,0,13,2
Cc1c(C(=O)OC2CCCC2)[nH]c2c1C(=O)CC(c1ccco1)C2 (stereo not given),3.8,-14,13,88*,56,6,56,1,-16,1
Cc1onc(-c2ccccc2)c1NC(=O)N(CCC#N)Cc1ccccc1,-0.3,9,9,3,-3,11,-12,3,58*,-2
COc1ccc(CCNC(=O)C2CCN(C(=O)c3ccc(C(C)(C)C)cc3)CC2)cc1,0.0,3,-2,0,-97,6,9,0,12,16
COc1ccc([N+](=O)[O-])cc1/C=N/NC(=O)/C(=C\c1cccs1)NC(=O)c1ccccc1,3.1,-2,16,-2,-47,9,-5,-4,9,-2
COc1cc(OC)cc(C(=O)NC2CCN(CCCOc3ccccc3)CC2)c1,1.1,-11,13,-4,-43,-3,12,2,-3,0
CCN1CCN(C(=O)C2c3cc(OC)c(OC)cc3C(=O)N3CCc4ccccc4C23)CC1 (stereo not given),0.1,-1,-5,2,-2,1,-2,4,-5,13
Cc1ccc2cc(-c3noc(C(C)(C)C)n3)c(=O)[nH]c2c1,0.8,8,9,-3,-10,7,-33,0,23,1
CC(/C=N/n1c(-c2cc(C)[nH]n2)n[nH]c1=S)=C\c1ccccc1,0.0,-6,23,3,-19,11,23,5,-8,-5
CN1/C(=c2/s/c(=C3/C(=O)N(c4ccccc4)NC3=Nc3ccccc3)n(C)c2=O)C(C)(C)c2ccccc21,-0.2,-15,4,6,-10,13,29,3,-11,4
O=C(COC(=O)C1C2CC3OC(=O)C1C3C2)Nc1ccccc1 (stereo not given),0.5,1,-2,2,-15,-15,-3,1,-15,-5
O=C(Nn1cnnc1)c1ccc(Cl)c([N+](=O)[O-])c1,-0.1,-12,18,-10,-3,44,3,-1,-10,-5
Cc1c(F)cccc1NC(=O)c1ccc2c(c1)CCN2S(C)(=O)=O,0.3,-3,2,2,-16,-10,-22,2,3,22
COc1cccc(OCC(O)CN2CCN(c3ccc(F)cc3)CC2)c1 (stereo not given),-1.9,21,16,3,-19,1,13,2,29,16
Cc1cc(NC(=O)CC#N)n(-c2nc3ccccc3[nH]2)n1,-0.2,19,15,-12,-7,10,-71,-1,10,7
CCN(c1cccc2ccccc12)S(=O)(=O)c1ccc(Cl)nc1,-0.4,1,19,7,-6,22,8,5,-14,0
COc1ccc(Cl)cc1C(=O)NC(=S)Nc1cc(-c2nc3ccccc3[nH]2)ccc1C,1.4,5,14,-2,-16,17,-22,3,19,0
Cc1ccc(-n2c(=O)cc(N3CCc4ccccc4C3)[nH]c2=O)cc1,-0.2,-4,-2,-1,0,-4,-5,-1,-2,-26
Cc1cc(C)cc(NC(=S)N2CCN(c3ccc(F)cc3)CC2)c1,-0.4,-5,6,3,-14,3,-3,-2,-5,-8
CC(C)CNC(=O)/C=C/c1cccs1,-0.1,2,20,-2,-38,3,-11,0,7,0
COc1ccc(NC(=O)CN(C)C(=O)Cc2ccc3c(c2)CCC3)cc1,-0.1,1,24,0,2,-14,8,2,-1,12
COc1ccc(C(CNC(=O)Cn2c(=O)oc3ccccc32)N(C)C)cc1 (stereo not given),0.4,-6,19,-3,-9,-2,-6,0,-15,-2
CC1=Nn2c(nnc2-c2n[nH]c3c2CCC3)SC1,-0.4,2,7,-4,-23,0,11,2,-12,·
Cc1ccc(NC(=O)Nc2ccc(C(=O)N3CCOCC3)cc2)cc1,1.4,-10,19,0,-19,6,2,-4,-15,-1
O=C1SCCC1NC(=O)C(c1ccccc1)c1ccccc1 (stereo not given),-0.1,2,22,-2,-3,0,-10,5,-1,-1
Cn1c(N)c(C(=O)CSc2nc3ccccc3n2-c2ccccc2)c(=O)n(C)c1=O,-0.5,-1,-7,·,·,-1,23,·,-1,8
O=C(Nc1ccccc1)c1ccc(S(=O)(=O)N2CCOCC2)cc1,2.8,6,12,4,-34,-7,-19,1,11,-9
Cc1nn(CC(=O)NCCc2cccs2)c(=O)c2cc3ccccc3n12,-0.1,13,18,9,-60,5,0,3,13,5
COC(C[C@@H](O)C[C@@H](O)[C@H](C)OCc1ccccc1)OC,0.8,-3,14,·,·,3,2,·,-6,1
Cc1cccc(NC(=S)NNC(=O)COc2ccc(Cl)cc2Cl)c1,0.9,-3,9,5,-8,0,-1,0,-1,18
Fc1ccccc1CSc1nnc2ccc(-c3ccncc3)nn12,0.1,-1,8,-6,-31,-12,5,2,-12,11
CCNC(=O)[C@@H]1CCCN1C(=O)[C@H](CCCN=C(N)N)NC(=O)[C@H](CC(C)C)NC(=O)[C@@H](CC(C)C)NC(=O)[C@H](Cc1ccc(O)cc1)NC(=O)[C@H](CO)NC(=O)[C@H](Cc1c[nH]c2ccccc12)NC(=O)[C@H](Cc1cnc[nH]1)NC(=O)[C@@H]1CCC(=O)N1,-0.1,-3,8,·,·,-3,32,·,-10,-1
Cc1nc(Nc2c(Cl)cccc2Cl)sc1C(=O)Nc1ccccc1,-0.3,-5,17,9,-11,21,-15,0,-8,1
Cc1cc(C(=O)NNC(=S)NCc2ccco2)nn1C,-0.3,-5,7,6,-26,-2,12,5,-11,-6
COc1ccc(NC(=O)CS(=O)(=O)c2cccc(Cl)c2)cc1,0.4,-7,-4,2,-1,7,-14,-2,-6,-13
CCC/C(=N/NC(=O)c1csc(C)c1C)c1ccc(Cl)s1,-2.5,5,11,3,-118,1,0,0,14,1
O=C1c2ccccc2C(=O)N1Cc1ccccn1,0.3,-7,5,-3,-31,1,15,-3,1,6
CC1CC(C)CN(C(=S)Nc2ccc(SC(F)F)cc2)C1 (stereo not given),1.4,13,20,8,13,1,-1,5,3,-19
CCOc1cc(NC(=S)NCCCN2CCOCC2)c(OCC)cc1NC(=O)c1ccccc1,0.8,-4,3,1,-15,-6,3,-1,2,0
C=CCOc1cccc(C2/C(=C(/O)c3ccccc3)C(=O)C(=O)N2CCN2CCOCC2)c1 (stereo not given),-0.7,-4,28,-8,0,-6,12,-6,-9,3
CCN(CC)S(=O)(=O)c1ccc(S(=O)(=O)Nc2ccc(C(=O)N3CCCC3)cc2)cc1,-0.1,-1,11,-6,-45,-2,3,0,1,4
CCOC(=O)Cc1cnc(NC(=O)CSc2nc(N)cc(=O)[nH]2)s1,-0.2,5,21,3,1,-3,-8,3,-8,-1
Cc1cc(NS(=O)(=O)c2ccc(NC(=O)/C=C/c3ccc(C)o3)cc2)nc(C)n1,-1.1,1,18,0,16,-10,-1,0,-4,2
COC(=O)c1ccc2c(c1)C(C)(C)C(/C=C/c1ccccc1O)=[N+]2C,-2.9,20,·,-2,-39,6,118*,3,32,19
CCCn1nc(NC(=O)CC)c2cc3cccc(C)c3nc21,-1.0,-14,26,2,-42,-4,15,-3,-28,4

Next section.
mol,HIF act,HSF1 inh,AI-2 QS modul,IEC-6 cytotox,KLF5 inhibitor,SKKanGAS inh,aSyn UTR inh,HSP90 refold inh,HSF1 activator,Platelet DG rel
CC(=O)Nc1ccc2[nH]c(C)c(CC=C(Cl)Cl)c(=O)c2c1,1.2,-5,31,2,-8,-5,18,3,5,0
CCCC(=O)Nc1ccc(C(=O)NNC(=O)c2cccc([N+](=O)[O-])c2)cc1,-0.2,-4,22,4,-29,4,7,-3,-9,5
O=C(C1CCCN(S(=O)(=O)c2cccs2)C1)N1CCc2ccccc2C1 (stereo not given),·,·,26,-10,-32,3,·,-1,·,·
c1ccc2c(c1)CC1(CCCC1)n1nnnc1-2,-0.2,-5,-3,-6,-13,1,17,18*,-5,14
COc1ccccc1NS(=O)(=O)c1ccc(C)c(C(=O)NCC2CCCO2)c1 (stereo not given),0.8,-9,16,1,-28,-5,3,2,-15,-4
C=CCOc1ccc(/C=N/NC(=O)C2CCCC2)cc1OCC,-0.1,-4,29,-4,-69,11,-3,-7,3,9
